Source: PubChem BioAssay (National Center for Advancing Translational Sciences (NCATS))
KCNH2 3.1 block: qHTS for Inhibitors of KCHN2 3.1: Mutant qHTS; 340,000 tested, 0.95% active; U2OS KCNH2 3.1, thallium flux FluxOr; stronger effect = lower value; Potassium voltage-gated channel subfamily H member 2, brain isoform KCNH2 3.1 (human); activity change, % (tested at about 1.8 µM);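 active = maximum activity change below -70%; inconclusive = maximum activity change from -70% to -50%; inactive = maximum activity change above -50%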;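 also: thallium influx rate constant from kinetic fluorescence after stimulation buffer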
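FluxOr-based Tl+ influx in U2OS cells transduced with KCNH2 3.1 virus; rate constants normalized to DMSO controls.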
uPA surface inh: qHTS for Inhibitors of Cell Surface uPA Generation; AID 540303, 2011; Potency, µM (highest dose often 38.3 µM), for the others: at the highest dose activity change, negative = inhibition, actives largely listed as inhibitors; cell surface uPA generation assay, qHTS; 330,000 tested, 0.31% active; active = well fitted inhibition curve with a large enough effect; inconclusive = small, poorly fitted or top-dose-only effect; inactive = no such curve, though single readings can be large or run the other way; tested in mouse RAW 264.7 cells; also: potency is read from the fitted curve at half-maximal effect; nearly all actives have a fitted effect of over 55% in size
Giardia killer: Small Molecules that selectively kill Giardia lamblia: qHTS; Giardia lamblia trophozoite viability; activity change, % at 7.66 µM, hits read low; 340,000 tested, 0.15% active; AID 540267, 2011; in the data active = activity change below about -80%; inconclusive = between about -30% and that limit;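 also: parasites exposed to compound for two days anaerobically before the ATP read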
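Trophozoites 100 cells/well + cpd; 48 hrs, 37 deg C, anaerobic. ATPLite 1-Step added, 15-30 min RT, luminescence read (ATP-based viability).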
Eya2 inh: qHTS Assay for Inhibitors of the Phosphatase Activity of Eya2. Protein phosphatase EYA2 (Homo sapiens), O00167. recombinant Eya2, OMFP fluorescence dephosphorylation (OMFP is methylfluorescein phosphate). Potency, µM (series often up to 76.9 µM), inactives show at the highest dose activity, negative = inhibition, usual class: inhibitors. 330,000 tested, 0.006% active. AID 488837, 2010; also: potency is read from the fitted curve at half-maximal effect
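Eya2 protein (added as 0.2 uM solution) was preincubated with compound for 10 min at ambient temperature in 50 mM HEPES pH 7.5, 50 mM NaCl, 5 uM MgCl2, 0.05% BSA, 1 mM DTT. OMFP (added at 50 uM) then reacted 10 min; fluorescence read at 485/525 nm.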
USP2a block: qHTS Assay for Inhibitors of Ubiquitin-specific Protease USP2a Using CHOP2 as the Reporter | Ubiquitin carboxyl-terminal hydrolase 2 (Homo sapiens), O75604 | USP2 core, Ub-CHOP2 coupled fluorogenic reporter, 485/531 | Potency, µM (titrated, usually from 38.3 µM), inactives show at the top dose activity change, negative = inhibition, most hits filed as inhibitors | 330,000 tested, 0.01% active | AID 463254, 2010;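 also: potency is read from the fitted curve at half-maximal effect; plate controls were DMSO wells for no effect and full inhibition by NEM control for full effect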
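USP2 core (10nM final) preincubated 30min RT with compound in 20mM Tris-HCl pH 8.0, 2mM CaCl2, 2mM beta-mercaptoethanol, 0.05% CHAPS; 25nM Ub-CHOP2 plus 25nM reporter substrate added, fluorescence (Ex485/Em531) read after 60min.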
GALK inhibitor: qHTS Assay for Inhibitors of Human Galactokinase (GALK); P51570; Purified GALK, Kinase-Glo residual ATP luminescence; Potency, µM (top dose mostly 57.5 µM), for the others: top-dose activity change, negative = inhibition, most hits filed as inhibitors; 270,000 tested, 0.007% active; AID 1868, 2009; also: potency is read from the fitted curve at half-maximal effect
Target sequence (P51570 whole entry, looked up): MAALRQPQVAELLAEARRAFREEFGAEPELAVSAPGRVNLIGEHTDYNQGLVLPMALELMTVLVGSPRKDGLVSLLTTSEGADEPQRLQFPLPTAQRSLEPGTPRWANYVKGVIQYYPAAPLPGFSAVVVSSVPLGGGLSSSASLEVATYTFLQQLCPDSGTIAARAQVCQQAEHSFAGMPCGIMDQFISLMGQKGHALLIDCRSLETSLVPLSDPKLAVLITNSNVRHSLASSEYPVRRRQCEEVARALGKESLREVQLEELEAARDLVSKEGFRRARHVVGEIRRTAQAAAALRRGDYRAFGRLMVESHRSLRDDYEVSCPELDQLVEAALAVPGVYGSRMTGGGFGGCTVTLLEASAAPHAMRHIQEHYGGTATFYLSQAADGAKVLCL
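ATP-depletion format; final 35 uM ATP, 100 uM D-galactose, 5 nM enzyme; pH 8.0 HEPES/Mg2+ buffer; 60 min RT; luminescence read 10 min after detection reagent.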
hERG WT inh: qHTS for Inhibitors of KCHN2 3.1: Wildtype qHTS; Voltage-gated inwardly rectifying potassium channel KCNH2 (Homo sapiens), Q12809; U2OS, BacMam KCNH2, thallium flux FluxOr; stronger effect = lower value; activity change, % at 1.84 µM; 340,000 tested, 0.37% active; AID 720551, 2013;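 active = maximum activity change below -70%; inconclusive = maximum activity change between -70% and -50%; inactive = maximum activity change above -50%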
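U2OS cells were transduced with wild-type KCNH2 virus (2.03 x 10^8 / mL) for 4 h at room temperature, then cultured overnight at 37 C. Thallium flux was read with FluxOr dye. Rate constants were normalized to DMSO controls.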
FBPA coupling cs: qHTS Assay for Inhibitors of Fructose-1,6-bisphosphate Aldolase from Giardia Lamblia: Coupling assay counterscreen; AID 2472, 2010; 290,000 tested, 0.67% active; activity change, negative = inhibition, % at 58.2 µM, hits read low; coupling enzyme system counterscreen, AmpLite Red fluorescence; in the data active = activity change below about -30%
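Counterscreen lacking aldolase: glyceraldehyde-3-phosphate coupling-enzyme reagent preincubated 10 min at RT with compound (at 57.5 uM final), then substrate/coupling system with AmpLite Red added; fluorescence read at 525/598 nm after 20 min RT.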
PKM2 act: qHTS Assay for Activators of Human Muscle isoform 2 Pyruvate Kinase; Potency, µM (doses to about 57.5 µM), without a hit: at the top dose activation, usual class: activators; 260,000 tested, 0.34% active; AID 1631, 2009; purified PKM2, Kinase-Glo ATP luminescence, activation; response scale: 0% is enzyme alone, no compound; Pyruvate kinase PKM (Homo sapiens), P14618; also: potency is read from the fitted curve at half-maximal effect; nearly all actives have a fitted effect of over 55% in size
Target sequence (P14618 whole entry, looked up, canonical isoform): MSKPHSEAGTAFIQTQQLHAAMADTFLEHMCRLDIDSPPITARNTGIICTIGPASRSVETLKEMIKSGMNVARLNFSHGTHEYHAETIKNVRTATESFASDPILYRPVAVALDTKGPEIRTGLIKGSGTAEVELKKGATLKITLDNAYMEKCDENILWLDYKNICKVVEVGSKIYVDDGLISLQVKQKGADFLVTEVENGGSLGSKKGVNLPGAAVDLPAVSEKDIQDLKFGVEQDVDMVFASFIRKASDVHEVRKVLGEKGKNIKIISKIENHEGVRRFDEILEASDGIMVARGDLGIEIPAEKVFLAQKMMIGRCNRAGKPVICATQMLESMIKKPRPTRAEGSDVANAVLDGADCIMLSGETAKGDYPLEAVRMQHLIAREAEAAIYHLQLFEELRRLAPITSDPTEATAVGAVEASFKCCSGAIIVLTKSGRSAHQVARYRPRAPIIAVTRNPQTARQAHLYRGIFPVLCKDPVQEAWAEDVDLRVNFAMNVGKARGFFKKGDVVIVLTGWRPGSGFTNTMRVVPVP
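Purified hPK-M2 (>95%) run at intermediate activity with 0.1 mM ADP and 0.5 mM PEP in 50 mM imidazole pH 7.2, KCl, MgCl2; 1 h room temperature. ATP formed read by Kinase-Glo luminescence; normalized to uninhibited and no-enzyme controls.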
Chronic BCR inh: qHTS Assay to Find Inhibitors of Chronic Active B-Cell Receptor Signaling; Potency, µM (highest dose often 46.1 µM), inactives show at the top dose ratio change, negative = lower green/red ratio, hits mostly inhibitors; AID 493014, 2011; ABC-DLBCL IkBa-CBG/CBR reporter, luminescence ratio, 4 h; 340,000 tested, 0.05% active; active = well fitted inhibition curve with a large enough effect in the signal ratio, with a control signal flat, not every such curve was filed as active; inconclusive = small, poorly fitted or top-dose-only effect, or effect the other way, or a change in a side signal; the % refers to the signal ratio;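 also: potency is read from the fitted curve at half-maximal effect; plate controls were basal doxycycline-induced cells for no effect and cells given 10 µM MG132 for full effect; MG132 reads +100%, hits lower the ratio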
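TMD8 ABC-DLBCL cells carrying doxycycline-inducible green luciferase fused to IkappaBalpha plus unfused red luciferase were exposed to compounds (up to 46 uM) for 4 hrs at 37C. Activity came from the overlap-corrected green/red luminescence ratio.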
B2AR arrestin: qHTS assay of beta-arrestin-biased ligands of beta2-adrenergic receptor. Beta-2 adrenergic receptor (Homo sapiens), P07550. beta-arrestin recruitment to beta2AR, cell-based reporter. Potency, µM (titrated, usually from 46.1 µM), for the others: at the top dose activation, actives largely listed as activators. 330,000 tested, 0.02% active. AID 492947, 2010;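 also: potency is read from the fitted curve at half-maximal effect; 0% = DMSO controls and full agonism = EC100 isoproterenol or metaproterenol; nearly all actives have a fitted effect of over 65% in size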
Numbers without * were called inactive; ? = inconclusive; nt = no result given; & = joins results of further samples; [ ] = dose if it differs, or a comment. Unless noted, calls follow the shape of the dose curve; as a rule, active = well fitted curve in the direction sought with a large enough effect; inconclusive = small, poorly fitted or top-dose-only effect, or another doubt; inactive = no such curve, though single readings can be large; an effect the other way counts as inactive or inconclusive. Unless noted, % is scaled to controls: 0 for no effect and ±100 for the full control effect.

SMILES	KCNH2 3.1 block	uPA surface inh	Giardia killer	Eya2 inh	USP2a block	GALK inhibitor	hERG WT inh	FBPA coupling cs	PKM2 act	Chronic BCR inh	B2AR arrestin
C=C1CC2C(=O)N(Cc3ccccc3)C(C(=O)OCC)(C(=O)OCC)C1N2C(=O)OC(C)(C)C (stereo not given)	-11	7%	-13&-26	nt	nt	nt	3	1	nt	nt	nt
CCOC(=O)C(C)Oc1ccc(C2NC(=O)NC(C)=C2C(C)=O)cc1Br (stereo not given)	11	9%	11	-8%	2%	0%	15	6	8%	-2%	-0.1%
O=C(Cc1cccs1)NC(Cc1c[nH]c2ccccc12)C(=O)O (stereo not given)	7	0%	11	1%	1%	1%	-11	4	-7%	0%	-0.1%
CN1CCc2c(n(CC(O)CN3CCN(CCO)CC3)c3ccccc23)C1=O (stereo not given)	11	?	2	-4%	3%	-1%	27	-11	-2%	-10%	-0.1%
NC(=O)c1ccsc1NC(=O)C1CC1	19	14%	-9	-10%	-4%	1%	-19	0	-4%	-4%	-0.4%
CC(=O)N1[C@H](Cc2ccccc2)C=C[C@]1(C)C(=O)NCc1ccc(C)o1	-1	-6%	29	2%	0%	nt	0	3&-3	?	0%	2.7%
O=C1CC(N2CCCc3ccccc32)C(=O)N1c1ccccc1 (stereo not given)	7	2%	25	5%	0%	9%	2	2	-1%	-9%	-0.2%
O=C1OC2(CCCCC2)CC2=C1C1O[C@](c3ccsc3)(Cc3ccccc31)O2	nt	nt	nt	-2%[15.4 µM]	-2%[7.66 µM]	nt	nt	4	4%[11.5 µM]	7%[9.22 µM]	-0.4%[9.22 µM]
Cc1ccc(-c2cccc([C@H]3[C@@H]4C=CC[C@@H](C)[C@@H]4C(=O)N3Cc3ccccc3)c2)cc1	10	-20%	-26	-9%	1%	nt	14	-2	nt	3%	0.6%
O=C(c1cnccn1)N1CCN(C/C=C/c2ccccc2)CC1	0	-3%	13	-5%	-2%	-1%	-16	0	-1%	-1%	-0.4%
CC(=O)c1coc2ccc(OCC(=O)O)cc12	19	1%	1	-1%	1%	0%	8	-1	-2%	?	0.4%
Cc1c(NC(=O)c2cc(-c3ccc(Cl)s3)nc3ccccc23)c(=O)n(-c2ccccc2)n1C	-31	3%	1	-7%	0%	3%	4	1	-1%	-3%	-0.3%
O=C(c1ccc(S(=O)(=O)N2CCOCC2)cc1)N(c1ccc(F)cc1)C1C=CS(=O)(=O)C1 (stereo not given)	16	-4%	-2	5%	1%	0%	-7	-1	-8%	3%	-0.1%
COc1cc2c(cc1NC(=O)c1cccc(S(=O)(=O)N(C)C)c1)oc1ccccc12	-38	8%	3	-1%	3%	2%	7	-4	-2%	?	-0.4%
CCC1(C)Cc2ccccc2-c2[nH][nH]c(=O)c21 (stereo not given)	-6	-3%	26	-14%	2%	6%	-1	-7	-1%	-9%	-0.2%
CC(=O)c1ccc(NS(=O)(=O)c2cccc(C(=O)Nc3ccccc3C(=O)O)c2)cc1	17	9%	6	2%	3%	-2%	-6	7	-20%	-7%	0.0%
O=C(CSc1nnc(-c2ccccc2)o1)NC1CCCC1	10	10%	-16	-5%	0%	nt	13	nt	nt	9%	0.4%
COc1ccc(-c2[nH]ncc2CN2CCCCCCC2)c(OC)c1	6	1%	-2	0%	-2%	1%	32	6	-5%	3%	-0.7%
O=C(CNC(=O)c1ccc(OC(F)F)cc1)NCc1ccccn1	-22	13%	2	1%	2%	nt	?	nt	nt	1%	0.1%
COc1ccc(NC(=O)C(=O)NCc2ccncc2)c(OC)c1	10	0%	8	-3%	0%	-4%	33	0	4%	?	-0.3%
CC(=O)C1=C(O)CC(C)(C)CC1=NCc1nc2ccccc2[nH]1	-2	3%	5	2%	11%	1%	-4	1	5%	-1%	-0.1%
Cn1c(SCCOc2ccc(Cl)cc2)nnc1-c1ccncc1	9	2%	-10	-1%	3%	3%	8	4	3%	5%	0.0%
CCCc1cc(C(=O)Nc2sc3c(c2C#N)CCC3)no1	-2	?	3	-2%	2%	-2%	0	4	-3%	?	0.5%
C=CCNCCCOc1ccc(C)cc1Br	-7	-4%	9	-1%	0%	1%	1	3	1%	1%	0.0%
CC(=O)Nc1ccc(/C=C(\C#N)S(=O)(=O)c2ccc(C)cc2)cc1	-13	-3%	-7	-22%	1%	nt	-11	nt	nt	6%	-1.3%
Next part.
SMILES	KCNH2 3.1 block	uPA surface inh	Giardia killer	Eya2 inh	USP2a block	GALK inhibitor	hERG WT inh	FBPA coupling cs	PKM2 act	Chronic BCR inh	B2AR arrestin
Cc1ccc(/C=N/n2c(C)nc3ccccc3c2=O)s1	nt	nt	nt	21%	9%	-3%	nt	0	-17%	3%	0.0%
CC(C)OC(=O)c1cccc(-c2ccc(C=O)o2)c1	4	5%	14	-3%	-1%	2%	-1	4	-5%	7%	1.1%
COc1ccc(CCNC(=O)c2cnc3scc(C)n3c2=O)cc1OC	-1	-18%	3	-20%	-1%	3%	4	-1	1%	?	-0.3%
O=C(c1cc(=O)c2ccccc2o1)N1CCCc2ccccc21	-17	2%	-1	18%	-1%	-1%	4	2	-3%	-1%	-0.9%
O=C(NC(=S)Nc1cc(C(F)(F)F)ccc1N1CCOCC1)c1sc2ccccc2c1Cl	-8	12%	1	-7%	-2%	0%	-18	3	8%	?	-0.2%
O=C(Nc1cccc(Cl)c1)C1CCN(C(=O)c2cccs2)CC1	3	-1%	-20	1%	2%	12%	2	0	0%	-22%	-1.0%
Cc1ccc(-c2ccc(S(=O)(=O)N3CCN(C)CC3)cc2)cc1	1	nt	-6	-6%	2%	3%	-13	0	-15%	2%	0.1%
COCC(=O)N1CCC(Oc2ccc(C(=O)N(C)CCCC3CCCC3)cc2)CC1	2	-8%	-19	-15%	0%	8%	1	5	nt	-1%	-0.6%
Cc1ccccc1C(=O)Nc1ccnn1C1CCN(C(=O)c2ccoc2)CC1	17	14%	11	-8%	2%	5%	-6	nt	-11%	3%	0.5%
COCC1CCCN(C(=O)c2ccc3oc(CCCc4ccccc4)nc3c2)C1 (stereo not given)	19	5%	-13	0%	2%	-6%	4	nt	-7%	?	-0.2%
COc1ccc(OC(=O)c2cnn(-c3ccccc3)c2C)cc1	-5	-3%	3	15%	-4%	0%	3	0	-1%	?	-0.1%
Cc1n[nH]c(=O)c2c(NC(=O)CSc3nc4ccccc4c(=O)n3CCCOC(C)C)oc(C)c12	9	4%	0	-6%	2%	-7%	0	nt	6%	2%	0.1%
CCCCNC(=O)C1CCN(C(=O)C2CCN(S(=O)(=O)c3ccc(C)cc3)CC2)CC1	-17	-4%	26	1%	2%	2%	1	nt	nt	0%	-0.1%
COc1ccc(CCNC(=O)c2ccccc2)cc1	1	0%	6	-6%	-1%	9%	-2	-5	0%[11.5 µM]	?	-0.1%
COCCCNc1nc2ccccc2nc1NS(=O)(=O)c1ccc(C)cc1	-7	4%	-14	-27%	0%	3%	4	4	4%	?	-0.7%
CCc1ccc(C(=O)NNc2ccc(C)c(Cl)c2)cc1	7	12%	12	-6%	1%	-3%	2	-1	2%	-4%	1.0%
CCc1cccc(NC(=S)N(CCCN2CCOCC2)C(C)c2cc3cccc(OC)c3o2)c1 (stereo not given)	11	-6%	10	-22%	1%	-1%	3	-1	3%	?	-0.6%
COc1cc(Br)c(C(C)NC(=O)c2cccc(Br)c2)cc1OC (stereo not given)	-13	nt	-10	7%	0%	-3%	-8	4	6%	5%	0.4%
Cc1cc2c(cc1C)C(c1ccccc1OC(C)C)CC(=O)N2 (stereo not given)	5	-17%	-17	-2%	4%	-8%	11	-10	-5%[11.5 µM]	?	0.0%
COc1ccc(C2C(C(=O)NCCN3CCOCC3)c3ccccc3C(=O)N2C)cc1OC (stereo not given)	12	0%	10	-5%	2%	2%	-20	1	8%	-2%	0.1%
CCNc1nc(NC#N)nc(SCC(=O)OCC)n1	nt	6%	-9	-2%	1%	19%	0	2	-6%	3%	-0.2%
COCCCn1c(=O)c2ccccc2n(Cc2ccccc2)c1=O	8	4%	14	-8%	4%	-3%	3	2	-3%	-2%	-0.8%
CCCCn1c(SCn2nnc3ccccc3c2=O)nc2cc(C(=O)OC)ccc2c1=O	nt	nt	nt	9%	1%	9%	nt	0	-2%	-2%	-0.1%
